Assay outcomes (PubChem BioAssay)
CCHF vOTU inh = CCHFV vOTU protease inhibition; Pep-AMC fluorescence; inhibition, % at 11.5 µM; 0.55% of 370,000 active; AID 651958; in the data active = inhibition above about 30%; also: 0% = vehicle wells with enzyme and 100% = no enzyme wells
FadD28 FP inh = inhibitors of Mycobacterium tuberculosis FadD28 bisubstrate binding; FadD28 bisubstrate probe binding, fluorescence polarization; inhibition, % at 12.5 µM; 0.22% of 360,000 active; AID 588549; in the data active = inhibition above about 8.5%, passing the limit was not always enough; inconclusive = no clear call, values can overlap the other calls
TcdB inh = TcdB glycohydrolase inhibition; P18177; TcdB glycohydrolase enzymatic assay, plate reader; inhibition, % at 9.99 µM; 0.24% of 350,000 active; AID 652162; in the data active = inhibition above about 10%
Y pestis TopoI = Y. pestis Topo-I inhibition via cleavage products; Y. pestis Topo-I cleavage product accumulation, plate reader; 0.064% of 360,000 active; activity, % at 10 µM; AID 504884; in the data active = activity above about 50%, passing the limit was not always enough; inconclusive = no clear call, values can overlap the other calls; also: inactives centre near 2
PfHsp40 rescue = rescue of PfHsp40-mediated yeast toxicity. 0.68% of 340,000 active. AID 504582. growth rescue, % at 12.5 µM. S. cerevisiae expressing PfHsp40, growth rescue, ATP luminescence; in the data active = growth rescue above about 28%, passing the limit was not always enough; inconclusive = no clear call, values can overlap the other calls;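 also: yeast W303a lacking pdr1 and pdr3 grown in galactose medium; growth measured after three days at 30 °C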
BoNT-A LC inh2 = inhibitors of Botulinum neurotoxin A light chain protease; multiplex microsphere protease substrate cleavage, flow cytometry; inhibition, % at 10 µM; 0.17% of 360,000 active; also: plate controls were buffer without enzyme for full effect and enzyme alone for no effect
Anthrax LF prot = inhibitors of Bacillus anthracis lethal factor protease. P15917. multiplex microsphere protease cleavage assay, LF. inhibition, % at 10 µM. 0.12% of 360,000 active. AID 588501; also: plate controls were buffer without enzyme for full effect and enzyme alone for no effect
Target sequence (P15917 whole entry, looked up): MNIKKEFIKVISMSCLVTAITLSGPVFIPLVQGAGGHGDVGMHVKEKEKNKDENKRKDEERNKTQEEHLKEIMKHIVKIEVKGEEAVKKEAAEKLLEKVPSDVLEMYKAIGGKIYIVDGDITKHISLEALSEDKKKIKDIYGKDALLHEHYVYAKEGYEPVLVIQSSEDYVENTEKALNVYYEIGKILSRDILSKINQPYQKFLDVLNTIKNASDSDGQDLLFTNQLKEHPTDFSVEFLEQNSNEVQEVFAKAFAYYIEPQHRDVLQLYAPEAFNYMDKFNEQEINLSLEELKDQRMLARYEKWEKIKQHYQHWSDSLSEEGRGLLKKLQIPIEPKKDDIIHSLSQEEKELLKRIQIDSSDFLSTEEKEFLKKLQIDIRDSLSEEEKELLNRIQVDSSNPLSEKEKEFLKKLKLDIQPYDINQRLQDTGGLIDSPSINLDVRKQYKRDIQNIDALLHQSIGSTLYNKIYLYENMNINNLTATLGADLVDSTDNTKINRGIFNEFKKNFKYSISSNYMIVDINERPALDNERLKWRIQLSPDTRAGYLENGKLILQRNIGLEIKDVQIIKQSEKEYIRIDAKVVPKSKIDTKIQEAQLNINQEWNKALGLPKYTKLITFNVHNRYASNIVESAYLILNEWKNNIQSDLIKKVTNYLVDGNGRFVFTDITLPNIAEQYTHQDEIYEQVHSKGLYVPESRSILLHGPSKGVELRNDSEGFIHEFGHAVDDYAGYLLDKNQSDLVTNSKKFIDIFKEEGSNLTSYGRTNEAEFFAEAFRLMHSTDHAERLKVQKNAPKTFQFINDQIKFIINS
BoNT F protease = BoNT F light chain protease inhibition. inhibition, % at 10 µM. Multiplex microsphere protease cleavage assay, flow cytometry. 0.22% of 360,000 active; in the data active = inhibition above about 35%, passing the limit was not always enough; inconclusive = no clear call, values can overlap the other calls; also: plate controls were buffer without enzyme for full effect and enzyme alone for no effect
PrPC TRFRET = inhibitors of human cell surface prion protein PrPC | P04156 | TR-FRET read-out | inhibition, % at 13.8 µM | 0.43% of 370,000 active; in the data active = inhibition above about 24%; also: 0% = median of the test wells and 100% = reference compound wells
Starred values were filed as active, the others as inactive; ? = inconclusive; / = not tested or not shown. Rule as the data show it, unless noted: active = inhibition above about 30%; inconclusive = no clear call, values can overlap the other calls; inactive = below that.

SMILES | CCHF vOTU inh | FadD28 FP inh | TcdB inh | Y pestis TopoI | PfHsp40 rescue | BoNT-A LC inh2 | Anthrax LF prot | BoNT F protease | PrPC TRFRET
CC12CCC(=O)N1C(C(=O)NNC(=O)COc1ccccc1Cl)CS2 (stereo not given) | -6 | -1.1 | 0.8 | 8 | -0.9 | 1.9 | 0 | 1 | -6
COc1ccc2sc(NC(C)=O)nc2c1 | 4 | 1.1 | / | 6 | -0.9 | 2.9 | 0 | 6 | -1
O=C(NNc1c(Cl)cccc1Cl)c1sccc1Cl | 7 | -3.4 | -1.1 | -2 | -0.5 | -0.3 | -4 | -5 | 8
Cc1ccc(C2CC(=O)C=C(O)C2)cc1 (stereo not given) | / | -1.4 | / | -8 | -1.9 | -0.8 | 1 | -10 | /
Cc1nn2c(-c3cccnc3)ccnc2c1-c1ccccc1 | 8 | 1.0 | / | -1 | 1.0 | 0.1 | -1 | -1 | -8
CCOCC(=O)Nc1cc(OC)c(Cl)cc1OC | 5 | -0.4 | / | 0 | -0.7 | -0.5 | 3 | -12 | -8
Cc1c(C(=O)OCC(=O)Nc2c(C)n(C)n(-c3ccccc3)c2=O)oc2ccccc12 | -16 | -0.6 | 0.5 | -3 | 0.2 | 0.0 | -1 | -3 | -2
CC(C)Sc1ncnc2c1cnn2-c1ccccc1 | 3 | -3.1 | 1.0 | 13 | 1.1 | 0.2 | 10 | 13 | 5
CC1CCC(C(C)C)C(OCC(O)CN2CCOCC2)C1 (stereo not given) | 2 | -2.8 | 1.9 | 2 | -2.1 | -0.4 | -2 | -5 | -2
NS(=O)(=O)c1ccc2nc(NC(=O)c3ccc4c(c3)OCCO4)sc2c1 | -5 | ? | 0.4 | 7 | 0.9 | -1.2 | -2 | -5 | -7
O=C(NCc1ccco1)C1CC(=O)N(c2cccc(Cl)c2)C1 (stereo not given) | -3 | -3.7 | 1.0 | 8 | -0.5 | -0.3 | -1 | -3 | 2
COc1ccc(C(=O)O)cc1S(=O)(=O)NC(C)C12CC3CC(CC(C3)C1)C2 (stereo not given) | 10 | -0.9 | 0.3 | -8 | 0.5 | 0.1 | 0 | -8 | 7
Cc1cc(=O)oc2cc(OCC(=O)Nc3cccnc3)ccc12 | -3 | -0.1 | 0.0 | 9 | 0.7 | -0.1 | 0 | -2 | -3
CCCS(=O)(=O)N1CCN(CC2CC=CCC2)CC1 (stereo not given) | -6 | 1.7 | / | 1 | 0.5 | ? | ? | ? | 9
CCCc1nn2c(=O)cc(CSCC(=O)Nc3cccc(C)c3)nc2s1 | 13 | -0.5 | -0.4 | 2 | 0.0 | -3.2 | -3 | -10 | 5
COc1cccc(-n2cnc3cccc(N)c32)c1 | -7 | -1.4 | / | 3 | 0.1 | 1.5 | 1 | -5 | -4
COCCNC(=O)COC(=O)c1ccc(OCC(=O)Nc2ccccc2OC)c(OC)c1 | -2 | -0.7 | -1.3 | 5 | -1.3 | -0.8 | -4 | -4 | 6
COc1ccc(C(CCN(Cc2ccc(OC)c(OC)c2)C(C)=O)c2ccccc2)cc1 (stereo not given) | 5 | -4.1 | 1.7 | 25 | 3.4 | -0.5 | -3 | 2 | 5
CC(=O)NS(=O)(=O)c1ccc(NC(=O)CCc2ccccc2)cc1 | -2 | -0.2 | 0.3 | 1 | 0.9 | -0.2 | 0 | -5 | -6
COCCNC(=O)c1ccc2c(c1)CCN2S(C)(=O)=O | 0 | -1.7 | 0.5 | 5 | 3.8 | -0.2 | 0 | 5 | -1
O=C(c1ccc(S(=O)(=O)Cc2ccccc2F)c([N+](=O)[O-])c1)N1CCCCCC1 | -1 | -1.5 | -3.6 | 2 | -2.2 | 0.5 | -4 | -9 | -20
CCC(CC)C(=O)N(C)c1c(C)nc2c(OCCOc3ccc(F)cc3)cccn12 | 20 | -3.4 | 1.7 | 35 | / | -0.1 | -3 | 6 | 8
O=C(OCC(=O)N1CCC(Cc2ccccc2)CC1)c1ccc(O)cc1 | 20 | -1.9 | -1.6 | 11 | / | 0.3 | 3 | -1 | 1
O=C(NCc1ccccc1)c1cc2ccc(O)cc2oc1=O | -346 | -2.1 | -0.7 | -7 | ? | -0.6 | -6 | ? | -4
Cc1c(C(=O)O)sc2nc3n(c(=O)c12)CCCCC3 | 27 | 0.6 | / | 3 | -0.6 | 1.0 | 3 | -1 | 0
SMILES | CCHF vOTU inh | FadD28 FP inh | TcdB inh | Y pestis TopoI | PfHsp40 rescue | BoNT-A LC inh2 | Anthrax LF prot | BoNT F protease | PrPC TRFRET
CC(C)(C)NC(=O)C1c2ccccc2OCC(=O)N1Cc1ccc2c(c1)OCO2 (stereo not given) | -4 | / | 1.8 | / | / | -0.6 | -12 | -10 | -3
O=[N+]([O-])c1ccc(C(=S)N2CCN(Cc3ccccc3)CC2)cc1 | -12 | -3.3 | / | 18 | 1.1 | 0.1 | -4 | -6 | -6
COc1cccc(C(=O)OC(C)C(=O)NCC2CCCCC2)c1 (stereo not given) | 24 | -0.2 | 0.8 | 3 | 1.3 | 0.4 | -7 | 4 | 6
CCN(CC)S(=O)(=O)c1ccc2oc(SCc3ccc(F)cc3)nc2c1 | 1 | -0.4 | / | 0 | 2.8 | -0.6 | -4 | -11 | 1
CC1(C)Cc2c(cnn2-c2ccccc2)C(NC(=O)CCc2ccc(=O)[nH]n2)C1 (stereo not given) | 5 | -0.9 | 1.1 | -7 | -0.7 | -2.2 | 1 | -2 | 0
CCOc1ccc2oc(=O)cc(CN3CCN(Cc4ccccc4)CC3)c2c1 | -8 | -4.7 | 1.1 | 8 | 1.6 | 1.2 | -10 | -17 | -4
CC(=O)Nc1cccc(-c2ccnc3c2CC(C(=O)Nc2cccc(Oc4ccccc4)c2)O3)c1 (stereo not given) | 4 | -1.7 | 1.9 | 17 | / | 0.4 | 7 | 0 | 3
CCN1CCN(S(=O)(=O)c2ccc3[nH]c(=O)oc3c2)CC1 | -4 | -2.0 | 19* | -3 | 0.5 | 0.5 | -4 | 6 | 3
COc1ccc2sc(-c3ccc(N(C)C)cc3)c(-c3cnc(OC)nc3)c2c1 | -12 | -1.6 | -0.5 | 13 | -1.5 | 1.4 | -8 | 6 | -6
COc1cc(F)ccc1-c1cc(C(=O)NCc2ccc(F)cc2)[nH]n1 | 3 | -0.4 | 0.6 | 3 | / | -0.9 | 3 | 1 | 0
Cc1nn2c(N)c(-c3ccccc3)cnc2c1-c1ccc(Cl)cc1 | -4 | 2.3 | 0.2 | -8 | 1.8 | -2.5 | 19 | 14 | 2
Cc1nnc(SCC(=O)Nc2nc3ccccc3s2)n(N)c1=O | 4 | -0.5 | 3.0 | 0 | -1.0 | 1.0 | 0 | 3 | 2
O=C1CC[C@@H]2CC3(C[C@@H]4CCN1[C@H]24)Nc1ccccc1NC3=NC1CCCCC1 (stereo not given in full) | -17 | -2.0 | 1.3 | -3 | 1.2 | 0.9 | 0 | -2 | -7
CCCN(CC1CC1)C(=O)COC(=O)c1ccc(CNS(=O)(=O)c2ccc(F)c(Cl)c2)cc1 | 0 | 0.0 | 0.8 | 32 | 2.1 | 0.2 | -1 | -2 | -4
CC1(C)Cc2[nH]c(=O)c(C#N)cc2CS1 | -2 | -4.3 | / | -3 | -0.1 | -0.3 | -2 | 3 | 11
Cc1cnccc1NC(=O)c1cccs1 | 0 | -2.8 | 0.0 | -2 | -1.5 | -0.6 | -2 | -6 | 0
CN(C(=O)COC(=O)c1n[nH]c2ccccc12)C1CCS(=O)(=O)C1 (stereo not given) | 8 | -0.4 | / | 0 | -0.9 | -1.3 | -2 | -7 | -2
O=C(CN1CCCC1)Nc1cc(F)ccc1F | 6 | -1.3 | 0.3 | 1 | -0.6 | -0.4 | 1 | 0 | -5
CCCc1cc(=O)oc2cc(OC(C)C(=O)NC3CC(C)(C)NC(C)(C)C3)ccc12 (stereo not given) | 3 | 0.5 | -0.4 | -2 | -2.1 | 0.6 | 1 | 4 | -17
O=C(O)C1CC=CCC1C(=O)Nc1ccc(Oc2ccc(Cl)cc2)cc1 (stereo not given) | -9 | -1.8 | -1.1 | -6 | -0.4 | 1.2 | -1 | 0 | 8
Cc1nc2ccc(NC(=O)COc3ccccc3[N+](=O)[O-])cc2s1 | -6 | -2.3 | 0.8 | 11 | -0.4 | -0.8 | -1 | -11 | 11
O=c1c2ccccc2nc(-c2ccc(Cl)cc2)n1C1CCS(=O)(=O)C1 (stereo not given) | -7 | -1.5 | / | 7 | -0.5 | ? | -22 | 5 | 2
CC(OC(=O)Cc1ccc(Br)cc1)C(=O)NC1CCCCC1C (stereo not given) | 7 | -4.2 | 1.0 | 23 | 1.4 | 1.0 | -2 | 3 | 0
O=C(NCc1ccco1)c1cccc(C(F)(F)F)c1 | -7 | -2.9 | 0.0 | 2 | 0.1 | -0.8 | -4 | -12 | 7
Cc1ccc(C)c(N(CC(=O)Nc2ccc(-c3nc4ccc(C)cc4s3)cc2)S(C)(=O)=O)c1 | -43 | 0.3 | 0.4 | -1 | -0.7 | 0.2 | 2 | 4 | -2
SMILES | CCHF vOTU inh | FadD28 FP inh | TcdB inh | Y pestis TopoI | PfHsp40 rescue | BoNT-A LC inh2 | Anthrax LF prot | BoNT F protease | PrPC TRFRET
CCOc1ccc(C(=O)NC(=S)Nc2cc(C)ccn2)cc1[N+](=O)[O-] | -1 | -0.6 | 0.7 | 4 | -0.6 | 0.7 | 1 | -2 | -2
COC(=O)[C@H](CC(C)C)NC(=O)NCCC1=CCCCC1 | -15 | -3.4 | 2.4 | 1 | -0.1 | -0.4 | -6 | 7 | -1
COc1cccc(CNC(=O)CCN2C(=O)[C@@H]3Cc4ccccc4CN3C2=O)c1 | -12 | -1.6 | -0.2 | -9 | -0.1 | 1.5 | -3 | 3 | 4
O=C(c1ccc2snnc2c1)N1CCOCC1 | 6 | -3.5 | / | 4 | -1.1 | -0.9 | -1 | -5 | 7
Cc1onc(-c2ccccc2Cl)c1C(=O)NC(=S)NCC(=O)c1ccccc1 | -4 | -0.6 | / | 5 | 0.5 | -0.8 | -1 | -8 | 1
CC1CC(C)CN(S(=O)(=O)c2ccc(C(=O)OCC(=O)NCCN3C(=O)CSC3=O)cc2)C1 (stereo not given) | 1 | -3.6 | 0.3 | 6 | 1.2 | 1.1 | -3 | -5 | 9
COCCN1C(=O)C(O)=C(C(=O)c2ccco2)C1c1cccc(Oc2ccccc2)c1 (stereo not given) | 20 | -2.7 | 0.3 | 9 | -1.1 | 0.2 | -4 | 4 | -2
COc1ccc(-c2nn(-c3ccccc3)cc2C(=O)OCC(=O)c2ccc(C)c([N+](=O)[O-])c2)cc1 | 5 | -1.9 | -1.3 | -8 | 0.3 | -0.8 | 0 | -1 | 6
CCCS(=O)(=O)N1CCCC(C(=O)NCCc2ccc(Cl)cc2)C1 (stereo not given) | -4 | -0.7 | / | 5 | 0.1 | 0.0 | -7 | -5 | 3
COC(=O)C(C)NC(=S)N1CCN(c2c(F)cc3c(=O)c(C(=O)O)cn(C4CC4)c3c2OC)CC1C (stereo not given) | -18 | -1.8 | 1.1 | 9 | -0.4 | -0.7 | 1 | 2 | 0
OC[C@@H]1CN(Cc2cccnc2)C[C@H](n2cnc3c(N4CCOCC4)ncnc32)O1 | -8 | -0.3 | 1.2 | 3 | / | 0.2 | 4 | -4 | 0
Cc1ccc(C(=O)NCCc2ccccc2)cc1 | / | -2.1 | / | -2 | -0.9 | -0.8 | -5 | 6 | /
